Source: PubChem BioAssay (The Scripps Research Institute Molecular Screening Center)
S1P3 antagonist – S1P3 (human) receptor antagonism. Q99500. AID 485. CHO S1P3 NFAT-BLA reporter, FRET fluorescence, antagonist mode. inhibition, % at 4.98 µM. 0.27% of 170,000 active;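 active means inhibition above the plate cutoff, the mean inhibition of test wells on that plate plus 3 SD, cut at about 28% in these data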;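 further: cells challenged with S1P at its EC80 of 0.8 µM; blue over green emission ratio from cleaved BLA substrate after 4 h stimulation; 0% = S1P-stimulated wells and 100% = unstimulated DMSO-only wells; some compounds past the cut are filed as inactive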
Target sequence (Q99500 whole entry, looked up): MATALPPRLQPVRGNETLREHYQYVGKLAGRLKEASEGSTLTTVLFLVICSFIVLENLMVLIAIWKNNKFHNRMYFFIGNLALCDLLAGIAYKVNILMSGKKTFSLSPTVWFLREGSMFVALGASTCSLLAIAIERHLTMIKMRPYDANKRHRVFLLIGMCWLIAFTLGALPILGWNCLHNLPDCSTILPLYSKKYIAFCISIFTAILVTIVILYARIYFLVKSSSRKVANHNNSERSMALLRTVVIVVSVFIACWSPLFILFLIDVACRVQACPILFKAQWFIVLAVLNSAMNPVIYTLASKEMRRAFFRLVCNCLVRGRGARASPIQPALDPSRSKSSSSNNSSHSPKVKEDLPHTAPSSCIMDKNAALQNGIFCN
* marks the source's active call; other numbers are inactive results. An excerpt; the hit share may differ from the screen's.

Molecule | S1P3 antagonist
Cc1cc(OC(C(=O)O)c2ccccc2)c2c(C)c(Cc3ccccc3)c(=O)oc2c1 (configuration not stated) | -3
O=c1[nH][nH]c2c(N=Cc3ccccc3O)ccc(F)c12 | 1
COc1ccc(-c2n[nH]c(=S)n2-c2ccc(C)cc2)cc1 | 9
Cn1c(=O)c2c(-c3ccc(OC(F)F)cc3)cc(-c3ccccc3)nc2n(C)c1=O | -22
COc1ccc(OC)c(/C=N/NC(=O)c2cc3c(OC)cc(OC)cc3[nH]2)c1 | -3
Cn1ncc(Br)c1C(=O)Nc1cccc(C(F)(F)F)c1 | 3
COc1ccc(C(=O)NC(=S)NNC(=O)[C@H]2C[C@@H]2c2ccccc2)cc1OC | -12
C/C(CC(=O)Nc1ccc([N+](=O)[O-])cc1)=N/NC(=O)C1C2CCCCC21 (configuration not stated) | -12
Cc1nc2cc3c(cc2s1)OCO3 | 0
COc1ccc(N=Cc2nc(-c3ccccc3)oc2OC(C)=O)cc1 | 1
CCn1cc(C(c2ccccc2)C(C(C)=O)[N+](=O)[O-])c2ccccc21 (configuration not stated) | 0
COc1cccc(/C=N/NC(=O)CCc2c(C)n[nH]c2C)c1O | -6
CC(NCCN(C)C)C(=O)C12CC3CC(CC(C3)C1)C2 (configuration not stated) | -9
O/N=C/c1ccnc(SCc2ccccc2)n1 | -2
COc1ccc(/C=c2\s/c(=C\C(=O)C(C)(C)C)[nH]c2=O)cc1O | -9
O=[N+]([O-])c1cc(Cl)cc(/C=N/NC(=S)Nc2cc(S(=O)(=O)N3CCOCC3)ccc2Cl)c1O | -5
CCSc1ccc(C(=O)NCC(=O)O)cc1 | 3
CNC(=O)CCc1ccc(OC)cc1 | -8
CCOc1ccc(/C(C)=N/NC(=O)Cn2nc([N+](=O)[O-])cc2C)cc1 | 7
Cc1ccc(-n2c(SCC(N)=O)nnc2-c2cnccn2)cc1 | 0
Nc1ccc(-c2cnc[nH]2)cc1[N+](=O)[O-] | -4
CC(=O)c1ccc2c(c1)OCCOCCOc1ccccc1OCCOCCO2 | -6
Cc1ccc(N(C)C(=O)C2CCCN2S(=O)(=O)c2ccc3c(c2)n(C)c(=O)c(=O)n3C)cc1 (configuration not stated) | 12
O=C1C2C3C=CC(C3)C2C(=O)N1c1ccc(S(=O)(=O)Nc2nccs2)cc1 (configuration not stated) | -7
CNC(=O)c1ccsc1NC(=O)CN1C(=O)CCC1=O | -5
O=C(NC(=O)c1ccccc1Cl)Nc1ccc(-c2cnco2)cc1 | -8
c1ccc(N2CCOCCOCCOCCOCC2)cc1 | -3
O=S(=O)(Cc1noc(-c2ccc(Cl)cc2)n1)Cc1ccco1 | -4
COc1ccc2[nH]c(C(=O)Nc3ccc4c(c3)OCO4)cc2c1 | 11
CN(C)S(=O)(=O)c1ccccc1N=C=S | 7

More structures follow.
Molecule | S1P3 antagonist
O=[N+]([O-])c1ccc(Sc2cccc[n+]2[O-])c2nonc12 | 22
COc1ccc(OCC(O)CN2CCN(c3ccc(Cl)cc3)CC2)cc1 (configuration not stated) | -4
CC1(C)Cc2nc3[nH]c(=S)[nH]c(=O)c3cc2CO1 | -3
O=C(/C=C/c1ccco1)N(Cc1ccc(F)cc1)C1CCS(=O)(=O)C1 (configuration not stated) | -7
O=[N+]([O-])c1ccc2c(c1)nc1n2CCSC1 | -16
O=C(NNC(=O)c1n[nH]c(=O)c2ccccc12)c1ccc(Br)cc1 | -4
COc1ccc(-n2cc(-c3ccc(Cl)cc3)[nH]c2=S)cc1 | -4
Cc1ccc(S(=O)(=O)N2CCN(CC(=O)NC(=O)NCc3ccco3)CC2)cc1C | 8
COc1ccc(NC(=O)CSc2ccccn2)c([N+](=O)[O-])c1 | -8
CC(C)c1nnc(NC(=O)COc2ccccc2[N+](=O)[O-])s1 | -10
Cc1ccc(C(=O)C2=C(O)C(=O)N(c3ncccn3)C2c2ccc(F)cc2)o1 (configuration not stated) | -9
CCCc1nnc(NC(=O)CCC(=O)N2CCN(S(=O)(=O)c3ccc(C)cc3)CC2)s1 | -13
CC1(C)C2CCC1(C)C(OC(=O)c1ccccc1C(=O)O)C2 (configuration not stated) | -14
COc1cccc2cc(-c3csc(NC(=O)CCC(=O)NCCCN4CCC(C)CC4)n3)c(=O)oc12 | 2
O=C1Cc2ccccc2C(c2ccc(Cl)cc2)N1 (configuration not stated) | -3
CN(C)Cc1c(O)ccc2c1O/C(=C\C=C\c1ccccc1)C2=O | -16
S=c1[nH]nc(-c2cc(-c3ccccc3)n[nH]2)n1/N=C/c1ccccc1 | 2
COc1cscc1C(N)=O | 8
CNC(=S)Nc1ccc(N2CCN(c3ccc(C(F)(F)F)cn3)CC2)nc1 | 10
NC(=O)c1snnc1-c1ccccc1 | 2
Cc1ccc(NNC(=O)c2ccno2)cc1Cl | 2
O=C(O)CC(NCc1ccco1)C(=O)Nc1cccc(O)c1 (configuration not stated) | -2
CCOC(=O)C1CCN(S(=O)(=O)c2ccc(Cl)nc2)CC1 | -2
CCOC(=O)CCCC(=O)N1CCOCCOCCOCC1 | 15
COc1cccc(/C=N/N2CCN(C3c4ccccc4-c4ccccc43)CC2)c1O | 12
CCCCc1c(C)[nH]c(=S)[nH]c1=O | 13
CCCCN(CCCC)CC(O)COc1ccc(Br)cc1 (configuration not stated) | 17
Cc1ccc(NC(=S)N(CCN(C)C)C(C)c2ccco2)cc1Cl (configuration not stated) | -1
c1ccc(Cn2ncc3c2ncn2nc(-c4ccncc4)nc32)cc1 | -30
NC(N)=NCC(O)CN(c1ccccc1)c1ccccc1 (configuration not stated) | 0

Exported field by field: part of the list above
Compound: Cc1ccc(NNC(=O)c2ccno2)cc1Cl
  S1P3 antagonist = 2
Compound: O=C(O)CC(NCc1ccco1)C(=O)Nc1cccc(O)c1 (configuration not stated)
  S1P3 antagonist = -2

Arranged by length of the SMILES (rising): five of the compounds above
Molecule | S1P3 antagonist
CCOC(=O)CCCC(=O)N1CCOCCOCCOCC1 | 15
O=[N+]([O-])c1ccc2c(c1)nc1n2CCSC1 | -16
c1ccc(Cn2ncc3c2ncn2nc(-c4ccncc4)nc32)cc1 | -30
O=C(/C=C/c1ccco1)N(Cc1ccc(F)cc1)C1CCS(=O)(=O)C1 (configuration not stated) | -7
S=c1[nH]nc(-c2cc(-c3ccccc3)n[nH]2)n1/N=C/c1ccccc1 | 2

Going on with the list.
Molecule | S1P3 antagonist
O=C(O)CCC(=O)Nc1ccc(Br)cc1C(=O)c1ccccc1Cl | 0
O=c1[nH]c2ccccc2c2oc(CCl)nc12 | -16
COc1cc2c(cc1OC)C(c1cccs1)N(C(=O)c1ccc(S(=O)(=O)N(C)C)cc1)CC2 (configuration not stated) | 4
COC(=O)/C(C#N)=C/c1ccc(-c2ccc(S(N)(=O)=O)cc2)o1 | -1
c1cncc(-c2nc3ccccc3s2)c1 | 0
COc1ccccc1NS(=O)(=O)c1ccc2oc(=S)[nH]c2c1 | 1
COc1cc(C2C3=C(CCCC3=O)Nc3c2c(C)nn3-c2cccc(C)c2)cc(OC)c1O (configuration not stated) | 6
CN(C)S(=O)(=O)Nc1ccccn1 | 0
Nc1cc(N)nc(SCC(=O)N2CCN(S(=O)(=O)c3ccccc3)CC2)n1 | -1
COc1ccc(-c2nnn(-c3cc(Cl)cc(Cl)c3)c2N)cc1 | 5
COC(=O)c1c(-c2c(Cl)cccc2Cl)noc1C(=O)NN | -15
O=C(/C=C/c1ccccc1)NCCc1nc2ccccc2[nH]1 | -7
O=c1oc(-c2ccccc2NS(=O)(=O)c2ccc(Cl)cc2)nc2ccccc12 | 13
NC(=O)c1ccsc1NC(=O)C1CC1 | -29
COC(=O)c1cnc(SCc2ccc([N+](=O)[O-])cc2)n1C | -8
CCc1ccc(C(=O)NNc2ccc(C)c(Cl)c2)cc1 | 3
COCCCNc1nc2ccccc2nc1NS(=O)(=O)c1ccc(C)cc1 | -2
O=C(Nc1nnc(C2CC2)s1)c1cc(S(=O)(=O)N2CCCCC2)ccc1N1CCOCC1 | 3
FC(F)(F)c1cc(Oc2ccccc2)ncc1-c1nnc(-c2ccccc2Cl)o1 | -5
COc1ccc(C(=O)C2CCCN(Cc3cccn3-c3nccs3)C2)cc1OC (configuration not stated) | 0
Cc1ccc(-c2c[n+](CC(=O)Nc3c(C)cccc3C)c3n2CCC3)cc1 | 4
Brc1csc2ncccc12 | -4
COc1cc(-c2nnc3sc(-c4ccncc4)nn23)cc(OC)c1OC | -16
CC(C)NCC1CCc2cc(CO)c([N+](=O)[O-])cc2N1 (configuration not stated) | 0
Clc1ccccc1C1CC(c2ccccc2)=Nc2ccccc2N1 (configuration not stated) | 7
O=C(CSc1n[nH]c(=O)[nH]c1=O)NCC1CCCCC1 | 0
COc1ccc2[nH]c(C(=O)O)c(NC(=O)c3ccccc3[N+](=O)[O-])c2c1 | 2
CN(C)c1ccc(CN(C(=O)c2ccc(Cl)c([N+](=O)[O-])c2)C2CCS(=O)(=O)C2)cc1 (configuration not stated) | -1
CCCCCCC(C)OC(=O)Nc1cccc2ccccc12 (configuration not stated) | -4
NNc1cc(C(=O)O)ccc1Cl | -3

Shown with each value named: entries from further up
c1cncc(-c2nc3ccccc3s2)c1
  S1P3 antagonist: 0
CN(C)S(=O)(=O)Nc1ccccn1
  S1P3 antagonist: 0

Continuation.
Molecule | S1P3 antagonist
Clc1ccc(SCCCN2CCCCC2)cc1 | 11
CN(c1ccccc1)S(=O)(=O)c1cccc(NC(=O)CSc2n[nH]c(N)n2)c1 | -8
COc1ccc(-n2cc(CNCCN3CCOC3=O)c(-c3ccccc3Cl)n2)cc1 | -19
Cc1c(C(=N)C(C#N)C#N)c(=N)oc2c1ccc1ccccc12 | 6
CC1CCCCN1Cc1c(O)ccc2c(=O)c(-c3nc4ccccc4s3)coc12 (configuration not stated) | -4
Clc1ccc(N=NN2CCOCC2)cc1 | 3
O=C(O)CCC(=O)Nc1cccc(C(=O)c2ccccc2)c1 | 5
COc1ccc(-c2noc(CSc3nc(N)cc(=O)[nH]3)n2)cc1 | -5
CC(=O)/C(=C\N(C)C)Sc1ccc(Cl)cc1 | -10
Clc1ccc(-n2cc(-c3ccc(Br)cc3)[n+]3c2CCCCC3)cc1 | 4
COC(=O)Nc1cc(C)n(-c2ccccc2)n1 | -2
CSc1cccc(NC(=S)NN(C)C)c1 | 2
Cc1ccccc1Nc1ncc(C#N)c(N)n1 | 5
CSCC[C@H](NC(=O)Nc1ccc(OC(F)(F)F)cc1)C(=O)O | -5
NC(=O)/C(=C\c1ccccc1)NC(=O)c1ccc(NC(=O)c2ccccc2)cc1 | -3
COC(=O)[C@H](CC(C)C)NC(=O)Nc1ccc(F)cc1 | 10
O=C(N/N=C/c1cccc(O)c1)c1ccccc1O | -13
O=S(=O)(Nc1ccc2ccccc2n1)c1ccc2c(c1)CCO2 | 6
CCOC(=O)c1cn[nH]c1C(F)(F)F | 0
NC(=O)c1cc(Br)cc(C2CCCCC2)c1O | 5
COC(=O)CC1=C(C(=O)OC)[C@@H](c2ccccc2[N+](=O)[O-])C(C#N)=C(N)O1 | -8
O=C(Nc1ccc(Nc2ccncc2)cc1)c1ccc(Nc2ccnc3ccc([N+](=O)[O-])cc23)cc1 | 13
CN(C)c1ccc(C=NCCC2(c3ccccc3)CCOC(C)(C)C2)cc1 (configuration not stated) | -16
O=c1/c(=C/c2ccccc2)sc2nnc(-c3cccs3)n12 | -22
O=C(O)c1nnn(-c2cc(C(F)(F)F)cc(C(F)(F)F)c2)c1-c1ccccc1 | 1
CC[N+](C)(CC)CCC/C(=N/O)C(O)(c1ccccc1)c1ccccc1 | -5
CS/C(N)=N/N=C/c1cc(Br)cc(Br)c1O | -5
Cc1ccc(OCC(=O)N(Cc2cccs2)C2CCS(=O)(=O)C2)cc1 (configuration not stated) | -23
O=C(Cc1cccs1)N=Nc1c(O)[nH]c2ccccc12 | -7
N#C/C(=C\c1ccccc1)C(=O)Nc1nncs1 | -15

(next part)
Molecule | S1P3 antagonist
Cc1ccc(/C=C2\SC(=S)N(CCCC(=O)Nc3ccc(O)cc3)C2=O)cc1 | -3
CCc1cccc(NC(=O)CN(C)S(=O)(=O)c2cccc3cccnc23)c1 | -16
NS(=O)(=O)c1ccc(CCNC(=S)NC2CCCCC2)cc1 | 0
O=C1N(c2ccccc2)C(c2ccccc2)N2CCCN12 (configuration not stated) | -6
COC(=O)c1scc(C)c1NC(=O)CSc1ccc(Cl)cc1 | -4
O=S(=O)(c1ccc2oc(=S)[nH]c2c1)N1CCCCC1 | -47
CC(SCC(=O)O)c1nc2ccccc2[nH]1 (configuration not stated) | 9
CC(=O)[C@@H]1[C@@H]2C(=O)N(c3ccccc3F)C(=O)[C@@H]2[C@H]2c3ccccc3C=NN12 | 1
CC(C)[C@@H](N)C(=O)N/N=C/c1ccc2ncccc2c1 | -16
C=CCCOc1ccccc1C(N)=O | 2
CCn1cnc2c1c(=O)n(CC(=O)Nc1ccc(C(N)=O)cc1)c(=O)n2Cc1ccccc1 | -11
COc1ccccc1CC(=O)NCc1nn(-c2ccccc2)nc1C | -9
Nc1nn(-c2ccccc2Cl)cc1-c1nn[nH]n1 | 1
CCC(C)[C@@H](N)C(=O)N/N=C/c1cccc2nccnc12 (some centres not stated) | -14
Cc1cc(=O)n2c(n1)NC(=NCc1ccccc1)NC2c1ccccc1 (configuration not stated) | 2
NC(=O)c1nc(-c2ccco2)nc2c1[nH]c(=O)n2-c1ccc(Cl)c(Cl)c1 | 2
CSc1n[nH]c(=S)n1N | 7
O=C(Nc1ccc(Cl)cc1)N1CCCN(c2ccc(C(F)(F)F)cc2[N+](=O)[O-])CC1 | 12
